High-throughput results as filed in PubChem BioAssay.
MrgX1 agonist: human MrgX1 receptor agonism, primary screen. AID 588627. MrgX1-HEK293 cells, Fluo-4 calcium fluorescence, agonist mode; hits give high values. Q96LB2. B-score at 10 µM. 310,000 tested, 0.44% active;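 active = calcium response B-score plate-corrected fluorescence ratio at least 3 library SD, with starting fluorescence B-score inside 5 SD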
Target sequence (Q96LB2 whole entry, looked up): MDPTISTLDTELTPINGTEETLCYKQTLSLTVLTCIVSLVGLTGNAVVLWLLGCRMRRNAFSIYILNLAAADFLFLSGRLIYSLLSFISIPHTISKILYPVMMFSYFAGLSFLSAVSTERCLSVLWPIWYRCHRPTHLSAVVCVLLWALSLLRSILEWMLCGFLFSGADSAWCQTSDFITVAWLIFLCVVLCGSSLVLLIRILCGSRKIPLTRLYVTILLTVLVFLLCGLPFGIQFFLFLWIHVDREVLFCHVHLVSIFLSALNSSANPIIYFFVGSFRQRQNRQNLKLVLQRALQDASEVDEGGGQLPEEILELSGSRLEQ
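times = overnight plating, then 30 min 37 °C plus 30 min room-temperature dye loading | assay system = stable human MrgX1 HEK293 cell line | input = fifteen thousand cells per well | signal = kinetic calcium dye fluorescence, Fluo-4 NW | dosing = compound delivered in addition one of three | read-out = B-scored fluorescence response ratio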
ANO1 activ: mouse TMEM16A channel activation, primary screen; AID 623877; 340,000 tested, 0.3% active; B-score at 10 µM; Q8BHY3; HEK293 TMEM16A/YFP-H148Q/I152L, iodide quench fluorescence; hits give low values;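 active = fluorescence-ratio B-score plate-corrected deviation score at least 3 library SD below zero, with starting fluorescence score within 5 deviations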;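 also: channel opened by trigger with iodide after compound preincubation; score built on the fluorescence ratio of max minus min over baseline; more negative score means more quench and so TMEM16A activation or potentiation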
KCNK3 block: human KCNK3 channel inhibition, primary screen. CHO-KCNK3 thallium flux, FluxOR fluorescence; hits give low values. B-score at 10 µM. 340,000 tested, 0.84% active;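 active = B-score under library mean minus 4 SD, starting fluorescence ratio at most library mean plus 5 SD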;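 also: more negative B-score means stronger inhibition of thallium flux through KCNK3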
Target sequence (O14649 whole entry, looked up): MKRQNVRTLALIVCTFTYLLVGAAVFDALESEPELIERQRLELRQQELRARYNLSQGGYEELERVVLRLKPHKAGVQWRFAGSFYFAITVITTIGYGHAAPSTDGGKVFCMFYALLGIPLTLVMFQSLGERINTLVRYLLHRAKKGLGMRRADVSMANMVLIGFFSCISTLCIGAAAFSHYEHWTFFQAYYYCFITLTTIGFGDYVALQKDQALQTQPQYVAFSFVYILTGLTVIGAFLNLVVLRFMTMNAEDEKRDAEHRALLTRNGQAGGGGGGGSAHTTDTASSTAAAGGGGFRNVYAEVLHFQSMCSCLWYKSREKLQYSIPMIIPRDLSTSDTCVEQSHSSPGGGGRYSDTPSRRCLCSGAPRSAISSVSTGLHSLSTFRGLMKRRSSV
KCNQ1 act: potentiators or activators of human KCNQ1 potassium channel; P51787; CHO-K1 KCNQ1, thallium flux FluxOR fluorescence; hits give high values; B-score at 10 µM; 310,000 tested, 0.35% active; AID 2648;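 active = fluorescence ratio B-score, a plate-corrected score, at least three library SD, with initial intensity B-score within 5 SD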
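assay system = KCNQ1-transfected CHO-K1 cells | medium = assay buffer with matched DMSO | probe or stimulus = depolarizing K+/Tl+ stimulus, K2SO4 and Tl2SO4 each 12.5 mM in 5x stock | dosing = single dose | incubation = dye 90 min, compound 20 min, room temperature | detection = kinetic FluxOR fluorescence, 10 s baseline plus 110 s post-stimulus | evaluation = ratio B score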
hERG rescue: hERG (human) protection from proarrhythmic block; Q12809; CHO-hERG, FluxOR thallium flux, dofetilide IC70 present; activation (rescue from dofetilide block), less the hit threshold, % at 10 µM; 310,000 tested, 0.51% active;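 active = activation above the mean of controls blocked by dofetilide plus 5 SD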;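 also: thallium influx through hERG after potassium depolarization seen as dye fluorescence rise; in these data hits start at about 4.7%; inactives centre near -7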
ANO1 block: blocks the mouse calcium-activated chloride channel TMEM16A | normalized B-score (activity score, 25-100; higher = stronger inhibition) at 10 µM | Q8BHY3 | 310,000 tested, 1.2% active | HEK293 TMEM16A/YFP iodide influx fluorescence, ionomycin | AID 588511;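 active = ratio plate-corrected score three or more library SD toward inhibition, starting fluorescence score within five deviations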;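 also: score derived from kinetic fluorescence span divided by baseline fluorescence per well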
RGS4 pot: RGS4 potentiation or activation; 310,000 tested, 0.92% active; AID 463111; HEK293 M3R/inducible RGS4, carbachol calcium flux Fluo4; hits give low values; B-score at 10 µM;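 active = B-score of the integrated calcium signal more than 4 SD below the library mean, with starting fluorescence not abnormally high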;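 also: negative B-score means reduced calcium response which marks RGS4 activation or potentiation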
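Detection: kinetic calcium fluorescence imaging with Fluo4-AM dye, 2 µM / Material: HEK293 cells with stable M3R and inducible RGS4 / Schedule: recording 10 s baseline at 1 Hz, 100 s post-agonist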
KCNK9 block: human KCNK9 channel inhibition. HEK293 KCNK9, FluxOR thallium flux fluorescence; hits give low values. B-score at 10 µM. 310,000 tested, 1.2% active;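 active = ratio B-score over 3 SD below the library mean, with starting fluorescence within 5 SD of its mean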;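 also: negative B-score means less thallium flux so channel inhibition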
Target sequence (Q9NPC2 whole entry, looked up): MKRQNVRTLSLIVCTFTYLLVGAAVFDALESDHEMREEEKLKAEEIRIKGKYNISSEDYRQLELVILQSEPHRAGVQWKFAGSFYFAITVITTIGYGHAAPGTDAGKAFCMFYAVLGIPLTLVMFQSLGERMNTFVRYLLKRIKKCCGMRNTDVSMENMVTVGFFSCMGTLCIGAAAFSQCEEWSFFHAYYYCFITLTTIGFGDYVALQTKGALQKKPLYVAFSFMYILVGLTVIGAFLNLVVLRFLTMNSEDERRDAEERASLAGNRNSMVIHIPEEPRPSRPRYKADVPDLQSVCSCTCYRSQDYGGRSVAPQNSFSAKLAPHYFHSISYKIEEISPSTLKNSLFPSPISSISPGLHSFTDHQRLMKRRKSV
MrgX1 PAM: human MrgX1 positive allosteric modulation, primary screen. Q96LB2. MrgX1-HEK293, Fluo-4 calcium flux, FDSS; hits give high values. B-score at 10 µM. 310,000 tested, 0.63% active. AID 588675;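 active = plate-corrected calcium response at least 3 library SD above typical, normal starting fluorescence, not activating the receptor alone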;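 also: compound read alongside a low EC10 to EC30 dose of BAM8-22 agonist; peak minus trough fluorescence over baseline measured at the second addition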
KCNQ1 block: human KCNQ1 channel inhibition; CHO-K1 KCNQ1, FluxOR thallium flux fluorescence; hits give high values; B-score at 10 µM; P51787; 310,000 tested, 1.3% active;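 active = compounds whose thallium flux B-score, printed positive for inhibition, exceeds three library SD while starting fluorescence stays within three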;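 also: channel opened by potassium depolarization with thallium stimulus after 20 min compound exposure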
RGS4 inh: inhibitors of human RGS4; P49798; HEK293 M3R/RGS4 inducible, Fluo-4 calcium flux; hits give high values; triggered by carbachol at its EC20; B-score at 10 µM; 310,000 tested, 0.45% active; AID 463165;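 active = B-score, a plate-corrected calcium signal, over three deviations above library mean, with baseline fluorescence within five deviations of library mean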;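 also: RGS4 expression induced by doxycycline in cells with stable M3 receptor; B-score is computed from the integrated fluorescence ratio over baseline after carbachol; higher B-score means a larger calcium signal and so more RGS4 inhibition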
* hit, by the source's call.

What do the screens show for `Cc1sc2nc(SCC(=O)C(C)(C)C)n(Cc3ccco3)c(=O)c2c1C`?
MrgX1 agonist: inactive; ANO1 activ: inactive; KCNK3 block: inactive; KCNQ1 act: inactive; hERG rescue: -10; ANO1 block: inactive; RGS4 pot: inactive; KCNK9 block: inactive; MrgX1 PAM: inactive; KCNQ1 block: inactive; RGS4 inh: inactive

Results for O=S(=O)(c1ccc(N2CC=C(c3ccccc3)CC2)nc1)N1CCCC1 ?
MrgX1 agonist: inactive; ANO1 activ: inactive; KCNK3 block: inactive; KCNQ1 act: inactive; hERG rescue: -8; ANO1 block: inactive; RGS4 pot: -9.3*; KCNK9 block: inactive; MrgX1 PAM: inactive; KCNQ1 block: inactive; RGS4 inh: inactive

Results for Cc1nc2ccc(Cl)cc2c(-c2ccccc2Cl)c1CC(=O)O ?
MrgX1 agonist: inactive; ANO1 activ: inactive; KCNK3 block: inactive; KCNQ1 act: inactive; hERG rescue: -9; ANO1 block: inactive; RGS4 pot: inactive; KCNK9 block: inactive; MrgX1 PAM: inactive; KCNQ1 block: inactive; RGS4 inh: inactive

What do the screens show for `O=Nc1ccc(NOC(=O)c2ccccc2)cc1`?
MrgX1 agonist: inactive; ANO1 activ: inactive; KCNK3 block: inactive; KCNQ1 act: inactive; hERG rescue: -5; ANO1 block: inactive; RGS4 pot: inactive; KCNK9 block: inactive; MrgX1 PAM: inactive; KCNQ1 block: inactive; RGS4 inh: inactive

Results for Cn1c(CNC(=O)C2CCCCC2)cc2cc(Cl)ccc21 ?
MrgX1 agonist: inactive; ANO1 activ: inactive; KCNK3 block: inactive; KCNQ1 act: inactive; hERG rescue: -5; ANO1 block: inactive; RGS4 pot: inactive; KCNK9 block: inactive; MrgX1 PAM: inactive; KCNQ1 block: inactive; RGS4 inh: inactive

Results for O=C(N/N=C/c1cc([N+](=O)[O-])ccc1O)C1CC1 ?
MrgX1 agonist: inactive; ANO1 activ: inactive; KCNK3 block: inactive; KCNQ1 act: inactive; hERG rescue: -6; ANO1 block: inactive; RGS4 pot: inactive; KCNK9 block: inactive; MrgX1 PAM: inactive; KCNQ1 block: inactive; RGS4 inh: inactive

How did O=C(CSC1=NCCS1)Nc1cccc(F)c1 do in these assays?
MrgX1 agonist: inactive; ANO1 activ: inactive; KCNK3 block: inactive; KCNQ1 act: inactive; hERG rescue: -14; ANO1 block: inactive; RGS4 pot: inactive; KCNK9 block: inactive; MrgX1 PAM: inactive; KCNQ1 block: inactive; RGS4 inh: inactive

What do the screens show for `Cc1ccc(CNC(=O)[C@H](C)NC(=O)C2CCN(C(=O)[C@@H](N)CC(C)C)CC2)cc1`?
MrgX1 agonist: inactive; ANO1 activ: inactive; KCNK3 block: inactive; KCNQ1 act: inactive; hERG rescue: 0; ANO1 block: inactive; RGS4 pot: inactive; KCNK9 block: inactive; MrgX1 PAM: inactive; KCNQ1 block: inactive; RGS4 inh: inactive

What do the screens show for `O=C(O)c1c(F)c(F)c(F)c(F)c1-c1ccc(Cl)cc1`?
MrgX1 agonist: inactive; ANO1 activ: inactive; KCNK3 block: inactive; KCNQ1 act: inactive; hERG rescue: -5; ANO1 block: inactive; RGS4 pot: inactive; KCNK9 block: inactive; MrgX1 PAM: inactive; KCNQ1 block: inactive; RGS4 inh: inactive

What do the screens show for `C/C=C/C(=O)Nc1nnc(C(C)C)s1`?
MrgX1 agonist: inactive; ANO1 activ: inactive; KCNK3 block: inactive; KCNQ1 act: inactive; hERG rescue: -7; ANO1 block: inactive; RGS4 pot: inactive; KCNK9 block: inactive; MrgX1 PAM: inactive; KCNQ1 block: inactive; RGS4 inh: inactive

What do the screens show for `N/C(=N\OC(=O)c1cccc(Br)c1)c1ccc([N+](=O)[O-])cc1`?
MrgX1 agonist: inactive; ANO1 activ: inactive; KCNK3 block: inactive; KCNQ1 act: inactive; hERG rescue: -3; ANO1 block: inactive; RGS4 pot: inactive; KCNK9 block: inactive; MrgX1 PAM: inactive; KCNQ1 block: inactive; RGS4 inh: inactive

What do the screens show for `O=C(OCC(=O)N1CCCc2ccccc21)C1CCN(S(=O)(=O)c2cccs2)CC1`?
MrgX1 agonist: inactive; ANO1 activ: inactive; KCNK3 block: inactive; KCNQ1 act: inactive; hERG rescue: -8; ANO1 block: inactive; RGS4 pot: inactive; KCNK9 block: inactive; MrgX1 PAM: inactive; KCNQ1 block: inactive; RGS4 inh: inactive

Results for CCN(CC)C(=O)Cn1cc(SCC(=O)NCc2ccco2)c2ccccc21 ?
MrgX1 agonist: inactive; ANO1 activ: inactive; KCNK3 block: inactive; KCNQ1 act: inactive; hERG rescue: -3; ANO1 block: inactive; RGS4 pot: inactive; KCNK9 block: inactive; MrgX1 PAM: inactive; KCNQ1 block: inactive; RGS4 inh: inactive

How did CCOc1ccc(OCC)c(NC(=O)C2CCN(S(=O)(=O)c3cccnc3)CC2)c1 do in these assays?
MrgX1 agonist: inactive; ANO1 activ: inactive; KCNK3 block: inactive; KCNQ1 act: inactive; hERG rescue: -3; ANO1 block: inactive; RGS4 pot: inactive; KCNK9 block: inactive; MrgX1 PAM: inactive; KCNQ1 block: inactive; RGS4 inh: inactive

What do the screens show for `COC(C(=O)N/N=C/c1ccc(OCC(=O)N2CCOCC2)cc1)c1ccccc1` (stereo not drawn)?
MrgX1 agonist: inactive; ANO1 activ: inactive; KCNK3 block: inactive; KCNQ1 act: inactive; hERG rescue: -1; ANO1 block: inactive; RGS4 pot: inactive; KCNK9 block: inactive; MrgX1 PAM: inactive; KCNQ1 block: inactive; RGS4 inh: inactive

What do the screens show for `O=C(N/N=C/c1ccccn1)c1cccs1`?
MrgX1 agonist: inactive; ANO1 activ: inactive; KCNK3 block: inactive; KCNQ1 act: inactive; hERG rescue: -12; ANO1 block: inactive; RGS4 pot: inactive; KCNK9 block: inactive; MrgX1 PAM: inactive; KCNQ1 block: inactive; RGS4 inh: inactive

Results for Cn1cccc1Cc1nnc(SCC(=O)N2CCOCC2)n1CCc1ccccc1 ?
MrgX1 agonist: inactive; ANO1 activ: inactive; KCNK3 block: inactive; KCNQ1 act: inactive; hERG rescue: -8; ANO1 block: inactive; RGS4 pot: inactive; KCNK9 block: inactive; MrgX1 PAM: inactive; KCNQ1 block: inactive; RGS4 inh: inactive

What do the screens show for `O=C(CNS(=O)(=O)c1ccc(Br)cc1)NCc1ccncc1`?
MrgX1 agonist: inactive; ANO1 activ: inactive; KCNK3 block: inactive; KCNQ1 act: inactive; hERG rescue: -5; ANO1 block: inactive; RGS4 pot: inactive; KCNK9 block: inactive; MrgX1 PAM: inactive; KCNQ1 block: inactive; RGS4 inh: inactive

Results for O=C(NCCN1CCN(c2ccc([N+](=O)[O-])cc2)CC1)NCc1ccccc1 ?
MrgX1 agonist: inactive; ANO1 activ: inactive; KCNK3 block: inactive; KCNQ1 act: inactive; hERG rescue: -5; ANO1 block: inactive; RGS4 pot: inactive; KCNK9 block: inactive; MrgX1 PAM: inactive; KCNQ1 block: inactive; RGS4 inh: inactive

Results for COCCCNC(=O)C1CCC(CNS(=O)(=O)c2ccc(C)cc2)CC1 (stereo not drawn) ?
MrgX1 agonist: inactive; KCNQ1 act: inactive; hERG rescue: -1; ANO1 block: inactive; RGS4 pot: inactive; KCNK9 block: inactive; MrgX1 PAM: inactive; KCNQ1 block: inactive; RGS4 inh: inactive

How did Cc1ccc(CNC(=O)C(=O)NCCC2=CCCCC2)cc1 do in these assays?
MrgX1 agonist: inactive; ANO1 activ: inactive; KCNK3 block: inactive; KCNQ1 act: inactive; hERG rescue: -8; ANO1 block: inactive; RGS4 pot: inactive; KCNK9 block: inactive; MrgX1 PAM: inactive; KCNQ1 block: inactive; RGS4 inh: inactive

Results for Cn1c(N)c(C(=O)COC(=O)c2cc(S(=O)(=O)N3CCCCC3)ccc2Cl)c(=O)n(C)c1=O ?
MrgX1 agonist: inactive; ANO1 activ: inactive; KCNK3 block: inactive; KCNQ1 act: inactive; hERG rescue: -13; ANO1 block: inactive; RGS4 pot: inactive; KCNK9 block: inactive; MrgX1 PAM: inactive; KCNQ1 block: inactive; RGS4 inh: inactive

How did COC(=O)c1ccc(Nc2cc(C)nc3ncnn23)cc1 do in these assays?
MrgX1 agonist: inactive; ANO1 activ: inactive; KCNK3 block: inactive; KCNQ1 act: inactive; hERG rescue: -9; ANO1 block: inactive; RGS4 pot: inactive; KCNK9 block: inactive; MrgX1 PAM: inactive; KCNQ1 block: inactive; RGS4 inh: inactive

Results for CCOc1ccc(/C=C2\SC(=S)N(C)C2=O)cc1OC ?
MrgX1 agonist: inactive; ANO1 activ: inactive; KCNK3 block: inactive; KCNQ1 act: inactive; hERG rescue: -9; ANO1 block: inactive; RGS4 pot: inactive; KCNK9 block: inactive; MrgX1 PAM: inactive; KCNQ1 block: inactive; RGS4 inh: inactive

How did Cc1ccc(S(=O)(=O)N2CCN(C(=O)c3ccc(N4CCCCC4)c([N+](=O)[O-])c3)CC2)cc1 do in these assays?
MrgX1 agonist: inactive; ANO1 activ: inactive; KCNK3 block: inactive; KCNQ1 act: inactive; hERG rescue: -10; ANO1 block: inactive; RGS4 pot: inactive; KCNK9 block: inactive; MrgX1 PAM: inactive; KCNQ1 block: inactive; RGS4 inh: inactive

How did C[C@H](NS(=O)(=O)c1ccccc1F)C(=O)OCC(=O)N1CCc2ccccc21 do in these assays?
MrgX1 agonist: inactive; ANO1 activ: inactive; KCNK3 block: inactive; KCNQ1 act: inactive; hERG rescue: -9; ANO1 block: inactive; RGS4 pot: inactive; KCNK9 block: inactive; MrgX1 PAM: inactive; KCNQ1 block: inactive; RGS4 inh: inactive

Results for O=C(Oc1ccc2cc(Br)ccc2c1)N1CCCCCC1 ?
MrgX1 agonist: inactive; KCNQ1 act: inactive; hERG rescue: -4; ANO1 block: 100*; RGS4 pot: inactive; KCNK9 block: inactive; MrgX1 PAM: inactive; KCNQ1 block: inactive; RGS4 inh: inactive

Not a hit list; any-hit rate near 6.3%.
